Polio RdRp inh: poliovirus RNA polymerase inhibition; AID 588519; % elongation, % (compound at 16.7 µg/mL); poliovirus polymerase elongation, fluorescence polarization; stronger effect = lower value; P03300; hit rate 0.66% among 150,000; in the data active = % elongation below about 90%; also: some results filed as inactive read as strong as hits
Target sequence (P03300 1749-2209 limits assumed): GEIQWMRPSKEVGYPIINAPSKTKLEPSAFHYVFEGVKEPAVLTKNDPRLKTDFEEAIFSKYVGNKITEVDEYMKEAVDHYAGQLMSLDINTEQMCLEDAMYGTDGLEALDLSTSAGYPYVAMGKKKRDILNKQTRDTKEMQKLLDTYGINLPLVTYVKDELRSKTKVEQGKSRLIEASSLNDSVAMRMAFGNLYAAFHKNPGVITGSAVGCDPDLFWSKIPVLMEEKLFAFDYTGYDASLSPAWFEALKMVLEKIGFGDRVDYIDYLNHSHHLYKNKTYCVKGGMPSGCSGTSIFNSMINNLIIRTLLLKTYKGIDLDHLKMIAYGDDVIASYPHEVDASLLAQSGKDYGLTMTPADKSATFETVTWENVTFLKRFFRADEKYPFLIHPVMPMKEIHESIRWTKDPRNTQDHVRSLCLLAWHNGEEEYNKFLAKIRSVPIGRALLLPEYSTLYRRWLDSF
Polio RdRp inh FP z-score: second read-out of Polio RdRp inh, no call of its own (marks repeat the call); z-score; measured here: FP z-score; hits read low
* = called active by the depositor. A portion of the library; the hit share may differ from the screen's.

The first four entries, to show the layout:
SMILES	Polio RdRp inh	Polio RdRp inh FP z-score
CCCCOc1cccc2c1CCN(CC)C2=O	97.0	-1
CCc1cc2c3c([nH]c2cc1S(=O)(=O)NC1CCCC1)CCCC3=O	100.0	-0.5
CCC(=O)c1ccc(OC(=O)c2ccc(N(CC)CC)cc2)cc1	101.0	-0.2
Cn1c(C(C#N)C(=O)c2ccc(S(=O)(=O)N3CCOCC3)cc2)nc2ccccc21 (centres undefined)	104.0	0.3

Main list, previewed entries included:
SMILES	Polio RdRp inh	Polio RdRp inh FP z-score
CCCCOc1cccc2c1CCN(CC)C2=O	97.0	-1
CCc1cc2c3c([nH]c2cc1S(=O)(=O)NC1CCCC1)CCCC3=O	100.0	-0.5
CCC(=O)c1ccc(OC(=O)c2ccc(N(CC)CC)cc2)cc1	101.0	-0.2
Cn1c(C(C#N)C(=O)c2ccc(S(=O)(=O)N3CCOCC3)cc2)nc2ccccc21 (centres undefined)	104.0	0.3
CCOC(=O)c1ccc2nc(C)cc(Nc3cccc(C(=O)O)c3)c2c1	103.0	-0.7
O=C(Nc1ccc2nc(SCC(=O)N3CCCc4ccccc43)sc2c1)c1cccc(Cl)c1	99.0	-1.7
Fc1nc(F)c(F)c(SC(=S)N2CCOCC2)c1F	100.0	-0.7
c1cc2n[nH]nc2cn1	99.0	-0.1
O=S(=O)(c1ccccc1)c1nnn2c1nc(N1CCCC1)c1cc(Cl)ccc12	104.0	2.1
c1ccc(CN2CCN(Cc3ccccc3)C2c2c[nH]c3ccccc23)cc1	102.0	0.2
C(=N\n1cnnc1)/c1ccc(Nc2ccccc2)cc1	101.0	0
Nc1nc(SC#CC(F)(F)F)ns1	85.0*	-6.7*
COc1ccc(C(=O)n2nc(-c3cccnc3)nc2NCc2ccccc2)cc1OC	111.0	0.9
COc1cc(OC)nc(/N=C/NO)n1	99.0	-0.6
COc1ccc(Cl)cc1-n1cnc2sc(C)c(C)c2c1=O	103.0	-0.2
Cc1ccccc1N(C)C(=O)Cn1cnc2onc(C)c2c1=O	100.0	-0.4
O=C(CCCN1C(=O)c2ccccc2C1=O)Nc1ccc(S(=O)(=O)NC2CCCCC2)cc1	105.0	0.9
COc1ccccc1C(=O)N1CCCc2cc(C)ccc21	101.0	0.4
CCCc1ccc(C2Sc3ccccc3NC3=C2C(=O)c2ccccc23)cc1 (centres undefined)	108.0	1
O=C(O)Cn1ncn2c(c(-n3cccc3)c3c4c(sc32)CCCC4)c1=O	101.0	-0.4
CC(CC(=O)O)CC(=O)Nc1cccc(C(=O)O)c1 (centres undefined)	103.0	0.3
Cc1onc(-c2ccccc2Cl)c1NC(=O)Nc1cccc(C(F)(F)F)c1	102.0	-0.2
COc1cccc(-c2ccc3c(N)c(C(=O)NCc4ccc(Cl)cc4)sc3n2)c1	108.0	-0.5
COCCCNC(=O)CCCn1c(SCC(=O)c2ccc(Br)cc2)nc2c(sc3ccccc32)c1=O	102.0	-0.1
CC1N=C2c3ccccc3N=C(SCC(=O)c3ccc(O)c(O)c3)N2C1=O (centres undefined)	101.0	-0.2
Cc1cc(C)cc(NS(=O)(=O)c2ccc3[nH]cc(C(=O)NC4CCCCC4)c(=O)c3c2)c1	108.0	-0.2
CC1(n2c(=O)n(Cc3ccccc3)c3ccccc32)CSC1	107.0	0
COc1ccccc1CNCc1ccccc1	107.0	0.4
CCc1ccc(C2Nc3ccccc3C(=O)N2c2ccc(N(C)C)cc2)cc1 (centres undefined)	104.0	0.1
Cc1c(C(=O)N2CCCCCC2)c(S(=O)(=O)NCc2ccccc2)c(C)n1C	104.0	-0.5
O=C(Nn1c(=S)[nH]c2ccccc2c1=O)c1ccco1	103.0	0.4
O=C(NNc1ccccn1)Nc1ccc(Cl)cc1	98.0	-0.1
O=C(COC(=O)Cc1n[nH]c(=O)c2ccccc12)NCC1CCCO1 (centres undefined)	91.0	-1
CCOc1ccccc1CNCc1c(C(=O)O)c(C)n(Cc2ccc(Cl)cc2)c1C	104.0	-0.5
COc1ccc(S(=O)(=O)N(CC(=O)NCc2ccccc2OC)c2ccc(C)cc2)cc1	102.0	-0.5
Cc1ccccc1NC(=O)CSc1nc2nccnc2c(=O)n1CCc1c[nH]c2ccccc12	102.0	-0.9
CSc1ccccc1NC1=NS(=O)(=O)c2ccccc21	101.0	-0.1
Cn1c(N)c(C(=O)NCc2ccccc2)c2nc3ccccc3nc21	101.0	-0.4
CC(C)CSc1nc(-c2ccco2)c(C#N)c(=O)[nH]1	101.0	-0.3
Cc1ccccc1Cn1c(-c2cncs2)nc2ccccc21	104.0	0
CN1CCN(c2ccccc2NC(=O)c2ccc(Br)o2)CC1	100.0	-0.4
Cc1cc(=O)[nH]c(/N=C(\N)Nc2ccccc2)n1	101.0	-0.1
Cc1nn(C(=O)c2c(F)cccc2F)c(C)c1S(=O)(=O)N1CCOCC1	108.0	0.3
CNC(=S)N(Cc1ccc(OC)cc1OC)c1ccc(C(C)(C)C)cc1	104.0	0
Cc1nc(C)c(-c2ccc(SCC(=O)Nc3ccc(C)c(F)c3)nn2)s1	106.0	-0.2
CC(=O)NC(=S)Nc1ccc(S(=O)(=O)N2CCOCC2)cc1	100.0	0
CCN(CC)C(=O)Cn1cc(/C=C(\C#N)C(N)=O)c2ccccc21	101.0	0
O=C(Cc1n[nH]c(=O)c2ccccc12)OCCCn1c(=O)[nH]c2ccccc21	104.0	0.1
CCN(CC)CC(O)Cn1c(=O)n(CC(O)CN(CC)CC)c(=O)n(CC(O)CN(CC)CC)c1=O (centres undefined)	101.0	-0.1
S=c1n(CN2CC=C(c3ccccc3)CC2)nc2sc3ccccc3n12	101.0	-0.2
CC1CC(OC(=O)c2ccccc2O)CC(C)(C)C1 (centres undefined)	98.0	-0.8
O=C(C1=C(O)C(=O)N(c2ccccn2)C1c1ccccc1)c1cccs1 (centres undefined)	106.0	0.3
CC1=CC(=O)C2=C(C)C[C@H](O)[C@@H]3[C@H](OC(=O)[C@H]3C)[C@@H]12	99.0	-0.1
O=C(O)/C=C1/C(=O)Nc2ccccc21	94.0	-0.8
CC1=CC(C)(C)N(C(=O)Cc2ccccc2)c2ccccc21	101.0	-0.2
CCc1ccccc1Nc1nn2c(=O)c3ccc(C(=O)NCCC4=CCCCC4)cc3nc2s1	111.0	0.8
CCN1CCN(c2ccc(NC(=O)C(C)C)cc2)CC1	106.0	0.3
O=C(NCCc1nc2ccccc2[nH]1)Nc1ccccc1	104.0	-0.1
COc1ccc(Cn2c(=O)n(Cc3ccco3)c(=O)c3oc4ccccc4c32)cc1	106.0	-0.1
CCC(O)c1nc2ccccc2n1CCOc1ccccc1 (centres undefined)	105.0	1

(more compounds)
SMILES	Polio RdRp inh	Polio RdRp inh FP z-score
CC(C)c1ccc2occ(CC(=O)Nc3ccc(S(N)(=O)=O)cc3)c2c1	104.0	0.8
O=C(/C=C/c1cccs1)NC(=S)N1CCCCC1	95.0	-1.8
O=C1CN(C(=O)CSc2ncc(C(F)(F)F)cc2Cl)c2ccccc2N1	99.0	-0.1
CCOc1ccc(C(=N/O)/C(C)=N/O)cc1	100.0	-0.1
Cc1cc(C)cc(NC(=O)CSc2nccn2-c2ccccc2)c1	107.0	0.1
Nc1nnc(-c2cccs2)c(=O)n1N	100.0	0.3
O=C(O)CSc1c2c(nc3cc(C(=O)Nc4ccc(F)c(Cl)c4)ccc13)CCC2	100.0	-1.7
CCOC(=O)c1cc(C(=O)OCC)c(C)nc1C	101.0	-0.1
O=S1(=O)N=C2CCCCCN2C(c2ccc(N3CCOCC3)cc2)N1 (centres undefined)	104.0	0.3
O=C(O)c1ncc(C(F)(F)F)cc1Cl	102.0	0
COc1ccc(N2CCN(CC(O)c3ccc4c(c3)CCN4C(C)=O)CC2)cc1 (centres undefined)	99.0	-0.2
Cc1ccccc1OCCn1c(=N)n(CCO)c2ccccc21	103.0	0.3

Looked up above:
Under Polio RdRp inh, `O=C(O)c1ncc(C(F)(F)F)cc1Cl` has the entry 102.0
Under Polio RdRp inh FP z-score, `CC(C)c1ccc2occ(CC(=O)Nc3ccc(S(N)(=O)=O)cc3)c2c1` has the entry 0.8
Under Polio RdRp inh, `O=S1(=O)N=C2CCCCCN2C(c2ccc(N3CCOCC3)cc2)N1` (centres undefined) has the entry 104.0
Under Polio RdRp inh FP z-score, `COc1ccc(N2CCN(CC(O)c3ccc4c(c3)CCN4C(C)=O)CC2)cc1` (centres undefined) has the entry -0.2
Under Polio RdRp inh, `Cc1cc(C)cc(NC(=O)CSc2nccn2-c2ccccc2)c1` has the entry 107.0
Under Polio RdRp inh FP z-score, `Nc1nnc(-c2cccs2)c(=O)n1N` has the entry 0.3
Under Polio RdRp inh, `CCOc1ccc(C(=N/O)/C(C)=N/O)cc1` has the entry 100.0

Other records
SMILES	Polio RdRp inh	Polio RdRp inh FP z-score
CCOc1ccc(C(C)(C)C)cc1S(=O)(=O)n1c(C)nc2ccccc21	102.0	0.7
CCOC(=O)c1c(NC(=O)Cc2ccccc2)sc2c1CCCC2	103.0	0.4
Cc1cc(Nc2ccc(C(=O)O)c(O)c2)n2ncnc2n1	107.0	0.4
Cc1ccc(N(c2ccc(C)cc2)c2cccnc2)cc1	101.0	-0.2
CCOC(=O)c1ccc2[nH]c3c(c2c1)CN(C)CC3	102.0	0.8
O=C(Nc1ccc(OCc2cc(=O)n3c4c(sc3n2)CCCC4)cc1)c1ccccc1	100.0	-1.4
CN(C)c1ccc(C2NCC(CSc3nc(-c4cccs4)cc(C(F)(F)F)c3C#N)O2)cc1 (centres undefined)	108.0	0.5
CC(C)(NO)C(=O)c1cc(C(C)(C)C)c(O)c(C(C)(C)C)c1	110.0	0.8
CCOC(=O)c1[nH]c(CSc2cccc[n+]2[O-])c(C(=O)OCC)c1C	66.0*	-3.8*
O=C(CC1C(=O)N(c2ccccc2)C(=O)N1CCC1=CCCCC1)Nc1ccc(F)cc1 (centres undefined)	103.0	-0.2
Cc1nn(C)c2c1c(C(F)(F)F)cc(=O)n2CC(=O)c1c(C)n(C)c2ccccc12	101.0	0.1
COc1ccc(CNC(=O)CCS(=O)(=O)c2cc(Br)cc3c2N(C(C)=O)C(C)C3)cc1 (centres undefined)	101.0	-1.3

Record cards, from the list above. Order of values: Polio RdRp inh	Polio RdRp inh FP z-score
`CCC(=O)c1ccc(OC(=O)c2ccc(N(CC)CC)cc2)cc1` across the screens: 101.0	-0.2
`CCOC(=O)c1ccc2nc(C)cc(Nc3cccc(C(=O)O)c3)c2c1` across the screens: 103.0	-0.7
`CC(=O)NC(=S)Nc1ccc(S(=O)(=O)N2CCOCC2)cc1` across the screens: 100.0	0
`Nc1nnc(-c2cccs2)c(=O)n1N` across the screens: 100.0	0.3
`CCN(CC)CC(O)Cn1c(=O)n(CC(O)CN(CC)CC)c(=O)n(CC(O)CN(CC)CC)c1=O` (centres undefined) across the screens: 101.0	-0.1

(cont.)
SMILES	Polio RdRp inh	Polio RdRp inh FP z-score
CCOc1ccc(NC(=O)CN2C(=O)COc3ccc(S(=O)(=O)Nc4ccccc4)cc32)cc1	107.0	-0.2
Cc1cccc(NCN2C(=O)S/C(=C\c3cccc(F)c3)C2=O)c1	94.0	-0.6
N#CCOC(=O)c1cc(=O)c2ccccc2o1	74.0*	-4*
Cc1ccc(S(=O)Cc2nc(-c3ccc(C(=O)N4CCOCC4)cc3)oc2C)cc1 (centres undefined)	100.0	-1.2
O=c1c(NCc2cccs2)nccn1-c1ccccc1	108.0	0.4
Cc1ccccc1Cn1cnc2ccccc2c1=O	105.0	0.1
Cc1cc(C)c(NC(=O)c2cc(S(=O)(=O)N3CCC4(CC3)OCCO4)ccc2F)c(C)c1	107.0	-0.4
Cc1noc(C)c1C(=O)OCCCCN1C(=O)c2ccccc2C1=O	105.0	0.7
O=C(c1cc(-c2ccccc2)n[nH]1)N1CCN(c2cccc(C(F)(F)F)c2)CC1	101.0	-0.7
CCOC(=O)c1[nH]c(C)c(CN(C(C)=O)c2ccc(OCC)cc2)c1C	102.0	0.2
CC1=C(c2ccc(F)cc2)S(=O)(=O)N=C1Nc1ccc(C)cn1	101.0	-0.3
C[C@@H]1CC2(CCCN2Cc2ccccc2)C[C@H]1C	102.0	0.1
CN1CCN(C(=O)CSc2nc3ccccc3nc2SCC(=O)N2CCN(C)CC2)CC1	103.0	0.4
Cc1onc(-c2ccccc2Cl)c1C(=O)OCCN1CCCC1=O	97.0	-0.6
Cn1cnnc1SCC(=O)Nc1ccccc1	103.0	0.2
COc1ccc(C2=C(N3CCN(c4cccc(C)c4C)CC3)c3ccccc3C2=O)cc1	106.0	0.4
O=C(c1cccc(N2CCCC2=O)c1)N1CCC2(CC1)OCCO2	103.0	0.9

Part of the list above, as a markdown table.
| SMILES | Polio RdRp inh | Polio RdRp inh FP z-score |
| --- | --- | --- |
| Cc1onc(-c2ccccc2Cl)c1C(=O)OCCN1CCCC1=O | 97.0 | -0.6 |
| Cn1cnnc1SCC(=O)Nc1ccccc1 | 103.0 | 0.2 |

High-throughput results as filed in PubChem BioAssay.
